# Compound activity deposited in PubChem BioAssay by National Center for Advancing Translational Sciences (NCATS).
# Caspase-1 inhib: qHTS Assay for Allosteric/Competitive Inhibitors of Caspase-1; P29466; Caspase-1 enzyme, Ac-WEHD-AFC fluorogenic rate; Potency, µM (top dose mostly 57.5 µM), for the others: at the top dose activity change, negative = inhibition, usual class: inhibitors; 75,000 compounds, 0.03% hits;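 further: potency means the concentration at half of the fitted maximal effect; plate controls were vehicle for no effect and no substrate for full effect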
# Target sequence (P29466 120-297 limits assumed): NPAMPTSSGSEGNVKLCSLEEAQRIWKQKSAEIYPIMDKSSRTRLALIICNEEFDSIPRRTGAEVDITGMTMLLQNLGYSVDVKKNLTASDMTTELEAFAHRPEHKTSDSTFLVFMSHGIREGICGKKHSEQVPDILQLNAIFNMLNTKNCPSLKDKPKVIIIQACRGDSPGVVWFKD
# Target sequence (P29466 317-404 limits assumed): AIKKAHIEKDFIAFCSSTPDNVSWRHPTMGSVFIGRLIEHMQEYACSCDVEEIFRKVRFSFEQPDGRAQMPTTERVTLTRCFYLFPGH
# BRCT inh red: qHTS Assay for Inhibitors of BRCT-Phosphoprotein Interaction (Red Fluorophore); 75,000 compounds, 0.03% hits; BRCT-phosphopeptide binding, red fluorescence polarization; Potency, µM (highest dose often 76.9 µM), without a hit: at the top dose activity change, negative = inhibition, actives largely listed as inhibitors; further: on the % scale 0 is the no-effect control and ±100 the full control effect
#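 Rhodamine-labelled pBACH1 10-mer (100 nM) bound to BRCT domain (100 nM) at pH 7.3; compounds incubated 12 min room temperature, polarization read. Free peptide defines full inhibition; unlabelled decapeptide titrated as control.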
# 4MU fluor: qHTS Assay for Spectroscopic Profiling in 4-MU Spectral Region; compound autofluorescence, 340/450 nm, 4-MU equivalents; active compounds read high; 59,000 compounds, 11% hits; AID 589, 2007; max dye-equivalent concentration, M; in the data active means max dye-equivalent concentration above about 10 nM; inconclusive means mostly about 1.1 nM to 9.6 nM
#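 Compounds in 100 mM Tris, pH 8.0, incubated 15 min at room temperature, then fluorescence read at 340 nm excitation/450 nm emission. Signal converted to 4-MU dye-equivalent concentration using an on-plate six-point 4-MU standard curve.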
# Caspase-7 inhib: qHTS Assay for Allosteric/Competitive Inhibitors of Caspase-7 | P55210 | Potency, µM (series often up to 57.5 µM), for the others: at the top dose activity change, negative = inhibition, most hits filed as inhibitors | 75,000 compounds, 0.02% hits | recombinant caspase-7, Ac-DEVD-AFC fluorescence rate | AID 889, 2007; active means well fitted inhibition curve with a large enough effect in the main read-out, with a control signal flat, not every such curve was filed as active; inconclusive means small, poorly fitted or top-dose-only effect, or a change in a side signal; further: potency means the concentration at half of the fitted maximal effect; % of control where 0% means no effect
# Target sequence (P55210 24-198 limits assumed): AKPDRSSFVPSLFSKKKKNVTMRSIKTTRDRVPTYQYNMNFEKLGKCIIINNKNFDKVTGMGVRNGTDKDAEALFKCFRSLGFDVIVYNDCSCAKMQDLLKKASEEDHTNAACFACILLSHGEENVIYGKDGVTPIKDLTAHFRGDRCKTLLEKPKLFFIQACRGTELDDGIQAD
# Target sequence (P55210 207-303 limits assumed): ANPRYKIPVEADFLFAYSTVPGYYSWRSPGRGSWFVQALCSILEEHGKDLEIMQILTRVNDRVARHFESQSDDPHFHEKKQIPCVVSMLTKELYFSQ
# USP2a inhib: qHTS Assay for Inhibitors of Ubiquitin-specific Protease USP2a; Ubiquitin carboxyl-terminal hydrolase 2 (Homo sapiens), O75604; AID 927, 2007; 60,000 compounds, 0.1% hits; USP2a enzymatic assay, qHTS inhibition; Potency, µM (doses to about 38.3 µM), for the others: at the highest dose activity change, negative = inhibition, usual class: inhibitors;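 further: potency means the concentration at half of the fitted maximal effect; nearly all actives have a fitted effect of over 60% in size; plate controls were DMSO for no effect and NEM full inhibition control for full effect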
#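 Inhibition is measured in a cell-free coupled assay with 20 nM USP2 core, 20 nM Ub-PLA2 and 20 uM NBD C6-HPC, 2.5 h incubation. Activity normalized to NEM control.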
# HEK293 cAMP ctrl: qHTS Assay for Agonists of the Thyroid Stimulating Hormone Receptor: Activators of Intracellular cAMP Concentrations in Parental HEK 293; 73,000 compounds, 2.5% hits; Potency, µM (highest dose often 57.1 µM), inactives show at the highest dose activation, hits mostly activators; AID 938, 2007; parental HEK293 CNG cAMP sensor, membrane potential fluorescence; further: potency means the concentration at half of the fitted maximal effect; % of control where 0% means no effect; nearly all actives have a fitted effect of over 55% in size
#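 Parental HEK 293 cells stably expressing a cAMP-gated CNG channel were loaded with membrane potential dye containing 100 uM RO 20-1724 for 60 min. Compound added for 30 min; depolarization read as fluorescence intensity at 590 nm.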
# Fluorescein fluor: qHTS Assay for Spectroscopic Profiling in Fluorescein Spectral Region | max fluorescein-equivalent concentration, M | 59,000 compounds, 0.91% hits | AID 593, 2007 | Compound autofluorescence, 480/540 nm, fluorescein-equivalent; active compounds read high; in the data active means max fluorescein-equivalent concentration above about 10 nM; inconclusive means between about 1.1 nM and that limit
#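 Values reflect compound autofluorescence, normalized to fluorescein on the same plate and reported at each tested concentration. Conditions: 100 mM Tris pH 8.0, room temperature, 15 min, excitation 480 nm, emission 540 nm.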
# GFP derepression: qHTS Assay for Epigenetic Modulators; Potency, µM (highest dose often 46.1 µM), for the others: top-dose GFP derepression (activation); AID 597, 2007; mouse C127i GFP locus derepression, cytometry, 30 h; 68,000 compounds, 0.09% hits; further: % of control where 0% means no effect
#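 Locus derepression in mouse mammary C127i cells whose integrated CMV-GFP reporter is normally silent; GFP expression after 30 h compound treatment was quantified by counting fluorescent cells.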
# A350 autofl: qHTS Assay for Spectroscopic Profiling in A350 Spectral Region | 59,000 compounds, 11% hits | max dye-equivalent concentration, M | Compound autofluorescence, 340/450 nm, Alexa 350 dye-equivalents; active compounds read high; in the data active means max dye-equivalent concentration above about 10 nM; inconclusive means mostly about 1.1 nM to 9.6 nM
# UbGFP stabilizer: Ubiquitin-GFP Assay; AID 526, 2006; 67,000 tested, under 10 active; Ubiquitin-GFP reporter cells, proteasome inhibition, GFP fluorescence; response scale: untreated = 0%, 10 µM MG-132 = 100%; Potency, µM (series often up to 45.9 µM), for the others: at the highest dose activation (GFP accumulation), usual class: activators; active means well fitted activation curve with a large enough effect, not every such curve was filed as active; inconclusive means small, poorly fitted or top-dose-only effect, or another doubt; inactive means no such curve, though single readings can be large or run the other way; further: potency means the concentration at half of the fitted maximal effect
#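 U2OS Ub(G76V)-GFP reporter; O/N plating, 0.5% FBS; cpd 46 uM–2.9 nM, 4 h, 37 °C; GFP+ cell count, 488/515 nm; norm. to basal vs 10 uM MG-132; CRC fit.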
# BRCT inh green: qHTS Assay for Inhibitors of BRCT-Phosphoprotein Interaction (Green Fluorophore) | BRCA1 BRCT-phosphopeptide binding, green fluorescence polarization | AID 875, 2007 | Potency, µM (titrated, usually from 76.9 µM), inactives show at the top dose activity change, negative = inhibition, actives largely listed as inhibitors | 75,000 compounds, 0.05% hits | Breast cancer type 1 susceptibility protein (Homo sapiens), P38398;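 further: potency means the concentration at half of the fitted maximal effect; plate controls were peptide without protein for full effect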
#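 Fluorescence polarization: His-tagged BRCT (~35 kDa BRCA1 C-terminus, 250 nM) bound to 100 nM fluorescein-labeled phosphorylated 10-aa BACH1 peptide, pH 7.3 phosphate buffer with DTT and Tween 20. Compounds incubated 12 min at room temperature; inhibition read as lowered polarization.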
# * = called active by the depositor; i = inactive; ? = inconclusive; . = not tested or not shown; [ ] = another dose, or the depositor's remark. Unless noted, the call rests on the fitted dose curve; in most records, active means well fitted curve in the direction sought with a large enough effect; inconclusive means small, poorly fitted or top-dose-only effect, or another doubt; inactive means no such curve, though single readings can be large; an effect the other way counts as inactive or inconclusive. A portion of the library; rates above refer to the full screens.
SMILES,Caspase-1 inhib,BRCT inh red,4MU fluor,Caspase-7 inhib,USP2a inhib,HEK293 cAMP ctrl,Fluorescein fluor,GFP derepression,A350 autofl,UbGFP stabilizer,BRCT inh green
COC(=O)C1(CC(C)C)C=C2C(=C(C)C(=O)C2C)CN1 (stereo not drawn),-2.1%,1.0%,.,-6.2%,.,6.1%,.,.,.,.,-2.8%
C=C(C)c1cccc(C(C)(C)NC(=O)Nc2ncccn2)c1,-3.1%,0.2%,i,-2.6%,6.7%,?,?,-1.1%,i,3.2%,-1.1%
CCCN1C(=O)SC(CC(=O)Nc2ccccc2)C1=O (stereo not drawn),-0.6%,-0.3%,i,2.7%[0.00368 µM],-5.6%,-4.4%,?,2.3%,i,2.5%,-1.9%
COc1cc(C2C(C#N)=C(C)NC3=C2C(=O)CC(C)(C)C3)cc(OC)c1O (stereo not drawn),-0.6%,-1.0%,?,-1.5%,-4.1%,-2.5%,i,0.1%,?,-7.6%,-2.5%
O=C(O)Cc1c(O)ccc2ccccc12,1.1%[11.5 µM],-1.1%[15.4 µM],?,0.7%[11.5 µM],.,4.3%[11.4 µM],i,4.5%[9.22 µM],?,6.6%[9.17 µM],1.0%[15.4 µM]
CCCn1cc2c(c1-c1cccc(C)c1)c(=O)n(C)c(=O)n2C,-0.4%,1.1%,i,2.9%,9.2%,1.9%,?,0.0%,i,0.9%,-1.2%
CNC(=O)C1C2C=CC3(O2)C1C(=O)N(CCOC)C3C(=O)NCc1ccc(OC)cc1 (stereo not drawn),0.4%,0.7%,i,3.8%,.,5.1%,i,0.0%,i,-2.9%,-4.1%
Cc1cc(NC(=O)COC(=O)c2cc3c(s2)CCC(C)C3)no1 (stereo not drawn),-2.2%,-0.1%,i,-2.0%,12.5%,6.9%,i,1.1%,i,0.9%,-1.4%
CCOC(=O)c1c(N)sc(C(=O)N2CCCC(C(N)=O)C2)c1C (stereo not drawn),-1.7%,-1.4%,.,-1.4%,.,-13.3%,.,.,.,.,-0.6%
O=C1CCn2nc(-c3ccc(Cl)cc3)cc2N1,-1.6%,-0.8%,.,-1.1%,.,-3.9%,.,.,.,2.9%,-0.7%
CCN(c1ccccc1)S(=O)(=O)c1ccc2[nH]cc(C(=O)N3CCOCC3)c(=O)c2c1,2.5%,-0.2%,4.26e-08M*,-0.5%,11.3%,3.0%,i,-2.1%,3.98e-08M*,-8.0%,-2.2%
OC(Cn1cccn1)c1ccccc1 (stereo not drawn),-0.8%,-0.7%,i,2.7%,-4.8%,?,i,-0.4%,i,10.2%,2.7%
COc1cc(C2C(C#N)=C(N)Oc3cc(N(C)C)ccc32)cc2c1OCO2 (stereo not drawn),-20.1%,-0.8%,i,-23.2%,5.9%,9.2%,?,4.1%,?,5.7%,18.0%
CC1(C)CC(=O)C=C(Nc2ccc(C(=O)O)cc2)C1,-0.8%,0.5%,i,-0.7%,-9.5%,0.3%,i,0.2%,i,10.5%,0.0%
Cc1cc(C)c2[nH]c(=O)c(CN(CC3CCCO3)C(=O)c3cnccn3)cc2c1 (stereo not drawn),0.8%,0.2%,i,-0.5%,-0.1%,14.9%,?,-0.1%,?,0.1%,-0.1%
CCOC(=O)c1[nH]c(C)c(C(=O)N2CCN(c3ccccc3)CC2)c1C,2.5%,-0.7%,i,-2.6%,17.5%,4.3%,i,-2.1%,i,-12.9%,-0.4%
COc1ccc(OC)c(C2=NO[C@@H]3C(=O)N(c4cc(Cl)ccc4OC)C(=O)[C@H]23)c1,-0.7%,-1.3%,?,-2.5%,28.5%,6.4%,?,0.0%,?,0.0%,1.1%
Cc1ccc(S(=O)(=O)NCc2ccc(C(=O)N(C)CCC#N)cc2)cc1,-0.1%,-1.3%,i,-0.5%,-5.5%,-1.6%,i,1.2%,i,3.7%,-0.9%
CC1(C)NC(=O)N(CC(O)CN2CCOCC2)C1=O (stereo not drawn),0.8%,0.5%,i,-2.8%,-4.5%,15.2%,?,1.6%,i,4.0%,-0.2%
O=C(c1cc(-c2ccco2)on1)N1CCN(C(c2ccccc2)c2ccccc2)CC1,-3.0%,0.8%,i,-0.1%,52.8%[activator],16.3%,?,1.1%,i,-7.1%,4.0%
CCC1C(C#N)=C(N)OC2=C1C(=O)CC(C)(C)C2 (stereo not drawn),2.7%,-0.6%,.,1.1%,-3.5%[7.66 µM],-0.4%[11.4 µM],.,6.2%,.,1.6%[9.17 µM],-1.2%
CC1CC(C(F)(F)F)n2ncc(C(=O)O)c2N1 (stereo not drawn),-0.7%,-0.1%,i,0.1%,-2.2%,1.4%,i,0.0%,i,-6.6%,0.8%
CCCCCn1c(N2CCOCC2)nc2c1c(=O)n(CC(N)=O)c(=O)n2C,-2.4%,0.3%,i,-1.9%,11.5%,11.8%,?,0.0%,i,.,-1.9%
CCCCn1c(CN2CCN(C)CC2)nc2ccccc21,-2.0%,0.2%,?,-5.1%,6.7%,14.2%,i,4.3%,?,-2.6%,-1.9%
CCOC(=O)c1sc2ncnc(OC)c2c1C,-0.5%,1.4%,3.7e-08M*,-4.2%,2.4%,3.7%,?,4.1%,1.02e-08M*,0.0%,-0.5%

# (list continues)
SMILES,Caspase-1 inhib,BRCT inh red,4MU fluor,Caspase-7 inhib,USP2a inhib,HEK293 cAMP ctrl,Fluorescein fluor,GFP derepression,A350 autofl,UbGFP stabilizer,BRCT inh green
COC(=O)Cn1ccc(N(C)C)c(C#N)c1=O,0.7%,1.7%,i,1.1%,1.0%,-12.6%,i,-0.4%,i,20.0%,1.3%
Cc1cc(C(=O)N2CCN(c3ccccc3)CC2)no1,-0.2%,0.2%,i,-1.3%,3.2%,0.7%,i,2.8%,?,-0.9%,0.7%
COCCn1c(=O)cnc2cnc(Nc3cccc(OC)c3)nc21,-5.8%,0.8%,i,-7.5%,2.0%,13.7%,i,2.7%[9.22 µM],i,15.8%,0.0%
CN(C)Cc1ccc(O)c(CCc2ccccc2)n1,2.2%,-0.4%,i,-2.5%,-5.6%,12.6%,?,1.0%,?,3.3%,-1.3%
CCN(CC)c1ccc(NC(=O)C2CCCN(S(=O)(=O)c3cnc[nH]3)C2)c(C)c1 (stereo not drawn),-1.5%,-0.9%,.,-0.3%,.,3.3%,.,-3.4%,.,2.9%,0.9%
Cc1cc(-c2csc(NC(=O)c3ccc(=O)n(C)n3)n2)c(C)n1CC1CCCO1 (stereo not drawn),-1.7%,0.9%,i,-2.3%,21.3%,-26.7%,i,-1.2%,i,-1.8%,-0.9%
CCn1c(SCC(N)=O)nc2c(c1=O)C1(CCCC1)Cc1ccccc1-2,-5.3%,-1.4%,.,-3.1%,2.9%[7.66 µM],?,.,-1.5%,.,-9.1%[9.17 µM],2.2%
COc1ccccc1CNC(=O)CS(=O)Cc1nc(-c2ccccc2C)oc1C (stereo not drawn),2.1%,-0.5%,.,-0.3%,.,?,.,.,.,4.5%,2.3%
Cc1cccc(OCc2nnc(SCc3nc4ccccc4c(=O)[nH]3)o2)c1,-1.9%,-0.2%,i,-2.6%,3.0%,12.5%,?,8.0%,i,8.8%,-2.2%
CS(=O)(=O)N1CCC(C(=O)Nc2ccc(Oc3ccccc3)cc2)CC1,-1.2%,0.1%,i,-0.6%,4.6%,5.2%,i,4.8%,i,-6.8%,-1.9%
CCOCN(C(=O)Cn1c(CO)nc2ccccc21)c1c(C)cccc1CC,-1.4%,-0.4%,.,1.4%,26.7%[7.66 µM],?,.,1.6%,.,-4.2%[9.17 µM],2.3%
O=C(CSc1ncnc2sc3c(c12)CCCC3)c1ccco1,-3.2%,-0.7%,i,1.6%,23.7%,?,?,-2.5%,i,3.5%,1.2%
Cc1noc(C)c1C(=O)Nc1sc2c(c1C(N)=O)CCCCC2,-0.8%,-0.1%,i,1.1%,3.5%,-7.9%,i,1.6%,?,-5.3%,-1.9%
Cc1cccc(NC(=O)c2cnc3sccn3c2=O)c1,-1.9%,-1.5%,.,-0.1%,.,8.3%,.,.,.,23.5%,0.2%
COc1ccc(CC(=O)NCc2cn3ccsc3n2)cc1,-0.5%,-1.2%,i,-1.4%,6.6%,-11.7%,i,4.2%,i,8.5%,-1.1%
O=C(CCCCCN1C(=O)CCC1=O)Nc1ccc2c(c1)OCO2,0.0%,0.8%,i,-1.0%,11.9%,3.5%,i,0.0%,i,-1.0%,-0.9%
O=C(c1cccs1)N(Cc1ccco1)Cc1cc2ccccc2[nH]c1=O,1.0%,-0.1%,i,-13.1%,16.6%,16.4%,i,0.0%,i,20.0%,1.7%
COc1ccc(S(=O)(=O)N(CC(=O)O)Cc2ccccc2)cc1OC,1.1%,0.3%,.,0.2%,.,-1.9%,.,.,.,.,-4.1%
